Source: PubChem (several laboratories)
MEKK2 WT-MEK5: raises or lowers MEK5 binding to wildtype human MEKK2 PB1 domain | Q9Y2U5 | bead flow cytometry, Alexa488-MEK5 binding to MEKK2 WT; actives lie on both sides | binding response (% of control), % at 10 µM | 1.1% of 290,000 active; in the data active means binding response below about 67% or above about 130%
MEKK2 mut-MEK5: signal of MEK5 binding to mutant human MEKK2 PB1 domain | AID 1530 | bead flow cytometry, Alexa488-MEK5 binding to MEKK2 mutant | 0.35% of 290,000 active | percent response, % at 10 µM; in the data active means percent response above about 24%, passing the limit was not always enough; further: inactives centre near 1; some results filed as inactive read as strong as hits; reference of the scale not given here
PHOSPHO1 inh: blocks human PHOSPHO1 phosphatase activity. Q8TCT1. recombinant PHOSPHO1, absorbance phosphatase assay. inhibition, % at 13.3 µM. 1.1% of 290,000 active. AID 1565; in the data active means inhibition above about 60%
Target sequence (Q8TCT1 whole entry, looked up): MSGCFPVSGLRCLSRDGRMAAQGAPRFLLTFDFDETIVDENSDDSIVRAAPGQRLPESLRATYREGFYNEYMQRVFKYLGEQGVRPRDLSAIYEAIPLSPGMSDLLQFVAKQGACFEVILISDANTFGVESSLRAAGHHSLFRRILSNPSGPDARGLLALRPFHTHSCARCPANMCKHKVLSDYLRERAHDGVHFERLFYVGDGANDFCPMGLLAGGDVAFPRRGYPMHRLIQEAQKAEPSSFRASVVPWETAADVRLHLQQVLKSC
DNA FID counter: counter-screen for HCV NS3 helicase inhibitors: DNA intercalator displacement; DNA fluorescent intercalator displacement, fluorescence; inhibition, % at 7.9 µM; 0.17% of 290,000 active; AID 1845; in the data active means inhibition above about 37%;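 further: 0% = vehicle and 100% = reference compound; higher means more ethidium bromide displaced from hairpin DNA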
OXTR ag: agonists of human oxytocin receptor. P30559. CHO-OTR cells, Fluo-8 calcium fluorescence; normalized: DMSO 0%, oxytocin 100%. AID 2435. activation, % at 3 µM. 0.32% of 320,000 active;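 active means activation above the mean of all tested compounds plus 3 SD, cutoff set per screening run, cut at about 20% in these data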;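 further: peak over basal fluorescence ratio from a 100 s FLIPR kinetic read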
GPR7 antag: human neuropeptides B/W receptor 1 antagonism. P48145. GPR7-expressing cells, fluorescence antagonist assay. inhibition, % at 4.4 µM. 1.1% of 290,000 active. AID 1861; in the data active means inhibition above about 16%, passing the limit was not always enough;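 further: cells stimulated with the agonist NPW; 0% = agonist with vehicle and 100% = vehicle without agonist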
Target sequence (P48145 whole entry, looked up): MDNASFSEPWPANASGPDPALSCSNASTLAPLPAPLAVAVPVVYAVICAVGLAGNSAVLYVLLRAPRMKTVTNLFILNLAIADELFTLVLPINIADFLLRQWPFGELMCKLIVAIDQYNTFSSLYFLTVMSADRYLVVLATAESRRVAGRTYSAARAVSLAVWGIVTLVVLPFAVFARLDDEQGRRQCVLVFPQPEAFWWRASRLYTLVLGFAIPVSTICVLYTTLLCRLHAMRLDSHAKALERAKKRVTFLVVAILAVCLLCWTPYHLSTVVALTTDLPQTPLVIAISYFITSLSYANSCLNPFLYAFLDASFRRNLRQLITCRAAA
MEKK3 PB1 HTS: modulators (inhibitors or enhancers) of MEK5 binding to human MEKK3 PB1 domain; Q99759; bead-based flow cytometry, Alexa488-MEK5 binding to MEKK3; actives lie on both sides; 0 = blocked by unlabeled MEK5, 100 = vehicle; binding response (% of control), % at 10 µM; 1.4% of 290,000 active;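 active means binding response more than 3 SD above or below the average of its plate-row segment, actives on both sides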;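 further: Alexa488 bead fluorescence after subtracting the streptavidin-only scavenger bead signal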
M18AAP inhibitor: blocks P. falciparum M18 aspartyl aminopeptidase; recombinant PfM18AAP, H-Glu-NHMec fluorogenic cleavage; inhibition, % at 7.35 µM; 1.2% of 290,000 active; AID 1822;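 active means inhibition above the campaign mean inhibition over all tested compounds plus 3 SD, cut at about 28% in these data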;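 further: 0% = plate median of test compound wells and 100% = 2 mM ZnCl2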
NALP1 inh: NALP1 inhibition. AID 2071. inhibition, % at 10 µM. S. cerevisiae NALP1/ASC/caspase-1 growth, X-gal OD620, 72 h. 0.61% of 280,000 active; in the data active means inhibition mostly above about 24%, no sharp cut-off; inactive means mostly below about 32%; further: some compounds called inactive have numbers as strong as hits
* = called active by the depositor; / = not tested or not shown.

Structure	MEKK2 WT-MEK5	MEKK2 mut-MEK5	PHOSPHO1 inh	DNA FID counter	OXTR ag	GPR7 antag	MEKK3 PB1 HTS	M18AAP inhibitor	NALP1 inh
CC(C)[C@H](NC(N)=O)C(=O)Nc1ccc(OCc2ccccc2)cc1	103	-1	6	-1	-0.3	-5	97	-4	0
Cc1cc(C)c(C)c(C(=O)CSc2nnc(C)c(=O)[nH]2)c1C	102	2	89*	-9	/	-6	103	9	3
CCCC(=O)Nc1nnc(SCC(=O)NC2CC2)s1	103	-2	20	-4	4.7	-6	100	-5	17
O=C1N[C@@H](Cc2ccccc2)[C@@H](c2ccco2)O1	94	3	36	/	0.5	/	93	/	-5
CN(CCCNC(=O)CCc1cn(C)c2ccccc12)C1CCCCC1	111	8	38	5	0.1	5	101	9	-3
Cc1ccc([N+](=O)[O-])cc1NC1OC(CO)C(O)C1O (configuration not stated)	109	8	11	3	1.3	-10	94	4	38
O=C(Cc1ccc([N+](=O)[O-])cc1)NNC(=O)c1ccc2c(c1)OCO2	100	2	12	-7	/	-9	100	8	8
COC(=O)COc1ccc(-c2nn(C)c(=O)c3ccccc23)cc1	111	4	-5	-10	6.7	-5	109	1	5
O=c1oc2c(-c3ccc([N+](=O)[O-])cc3)cc(O)cc2s1	100	3	-74	15	3.0	7	100	33*	31
COc1ccc(OC)c(CNC(=O)Cc2c(C(=O)O)[nH]c3ccc(Cl)cc23)c1	93	-5	-5	-40	-0.9	-6	100	-1	4
Nc1nonc1C(=O)N/N=C/c1ccc(-c2cccc(C(=O)O)c2)o1	99	-6	17	-5	-1.0	9	102	-4	-1
COc1ccc(-c2nc3cc([N+](=O)[O-])ccc3o2)cc1OC	101	-10	25	5	-0.4	-11	106	0	31
COCc1cc(C)nc(SCC(=O)Nc2ccc3[nH]c(=O)[nH]c3c2)c1C#N	93	-8	28	-5	0.1	-3	95	3	29
CCOC(=O)C1(CCCc2ccccc2)CCN(Cc2cn(CC)nc2C)CC1	112	8	6	19	3.3	11	102	1	17
CCCC(C)c1nc(C(N)=O)c2[nH]c(=O)n(-c3ccc(OC)cc3OC)c2n1 (configuration not stated)	96	4	22	-41	2.2	-8	100	-6	1
O=C(O)C1CC(=O)N(CCc2ccc(F)cc2)C1 (configuration not stated)	104	0	49	2	0.1	-11	105	3	5

Profiles from above:
Record of COCc1cc(C)nc(SCC(=O)Nc2ccc3[nH]c(=O)[nH]c3c2)c1C#N → MEKK2 WT-MEK5 = 93; MEKK2 mut-MEK5 = -8; PHOSPHO1 inh = 28; DNA FID counter = -5; OXTR ag = 0.1; GPR7 antag = -3; MEKK3 PB1 HTS = 95; M18AAP inhibitor = 3; NALP1 inh = 29
Record of CCOC(=O)C1(CCCc2ccccc2)CCN(Cc2cn(CC)nc2C)CC1 → MEKK2 WT-MEK5 = 112; MEKK2 mut-MEK5 = 8; PHOSPHO1 inh = 6; DNA FID counter = 19; OXTR ag = 3.3; GPR7 antag = 11; MEKK3 PB1 HTS = 102; M18AAP inhibitor = 1; NALP1 inh = 17

Remaining list, next part.
Structure	MEKK2 WT-MEK5	MEKK2 mut-MEK5	PHOSPHO1 inh	DNA FID counter	OXTR ag	GPR7 antag	MEKK3 PB1 HTS	M18AAP inhibitor	NALP1 inh
CCOc1ccc(-n2c(C)nc3cc(C(=O)NCc4ccco4)ccc32)cc1	101	-2	8	-21	-1.3	-4	102	-7	18
O=Cc1c(-c2ccccc2)nc2ccccn12	103	2	-1	2	-2.3	-17	106	6	9
c1ccc(OCCCCN2CCOCC2)cc1	102	1	15	-2	1.9	-5	102	2	5
c1ccc2cc(OCCCn3ccnc3)ccc2c1	106	9	30	14	4.0	-4	106	5	12
CCOC(=O)c1c(NC(=O)CN2CCCCC2)sc(C)c1C	95	-5	46	-9	-0.7	-10	97	-3	7
COc1cc(CN=Cc2c(O)n(Cc3ccccc3)c(=S)[nH]c2=O)cc(OC)c1	96	2	16	-7	-0.1	-14	105	-11	15
COc1ccc(/C=C/C(=O)NC(=S)Nc2ccc(S(=O)(=O)Nc3nccnc3OC)cc2)cc1	99	14	-12	-5	1.1	2	103	1	12
O=C(Cc1csc(-c2ccccc2)n1)NCc1ccco1	91	-3	37	-1	-1.0	-1	85	4	13
Cc1cc(C)cc(NC(=S)N(CCN2CCCCC2)Cc2ccco2)c1	107	5	-12	2	5.7	-22	104	-3	8
Cc1ccc(S(=O)(=O)N2CCCC2C(=O)Nn2cnnc2)cc1 (configuration not stated)	95	1	20	2	-0.5	-2	97	7	9
O=C(Nc1ccc(-c2ccco2)cc1)C1CCCN(Cc2ccc(CO)o2)C1 (configuration not stated)	108	5	-44	-6	0.4	2	102	2	14
COc1ccc(N2CC(C(=O)NCc3ccccc3)CC2=O)cc1 (configuration not stated)	97	5	4	-6	-0.5	3	100	-13	1
O=C(O)CC1S/C(=N/N=C/c2ccc(-c3ccccc3[N+](=O)[O-])o2)NC1=O (configuration not stated)	99	3	-6	-9	2.1	-1	103	25	3
O=C(COc1ccc2c3c(c(=O)oc2c1)CCCC3)NCCN1CCOCC1	105	6	53	-8	1.7	-6	102	-2	-4
Cn1cnnc1SC(C(=O)Nc1cccc(C(F)(F)F)c1)c1ccccc1 (configuration not stated)	103	6	24	-15	-0.9	-3	104	5	7
Cc1ccc(-c2nn(CCC(=O)NCC3CCCO3)c(=O)c3ccccc23)cc1 (configuration not stated)	103	2	-16	-31	-2.4	-18	106	-2	18
CCCn1c(=O)c2c(c3ccccc31)OCC(=O)N2	104	12	18	-6	-0.4	-5	102	-3	15
COC(=O)Nc1nnc(SCc2ccc(C)cc2)s1	109	13	22	-12	4.7	-7	114	-2	13
Cc1ccc(N2CC(C(=O)N3CCc4ccccc43)CC2=O)cc1 (configuration not stated)	/	/	14	-9	-1.0	-13	/	2	-4
COc1cc(S(=O)(=O)N2CCOCC2)cc(C(=O)c2nccn2C)c1OC	111	6	4	-2	0.6	-12	109	2	19
COc1ccc([N+](=O)[O-])cc1NC(=O)c1cncc(Br)c1	90	-5	3	1	0.1	-4	90	1	7
CC(=O)c1sc2nc(-c3cccs3)ccc2c1N	76	-10	73*	-12	-1.5	-3	94	-45	12
Cc1ccc2nc3sc(C(=O)Nc4c(C)[nH]c(=O)[nH]c4=O)c(N)c3cc2c1	96	4	-5	6	-0.8	-2	103	7	28
COc1ccccc1CN(C)C(=O)CN1C(=O)c2ccccc2C1=O	99	-2	19	-16	-0.5	-3	98	1	13
CCCCOc1ncnc2c1[nH]c1ccc(OC)cc12	107	5	13	-1	1.6	-4	107	-4	10
Cc1ccc(C)c(OCC(=O)Nc2ccc3c(c2)OCO3)c1C	93	0	-1	-26	-3.4	4	105	3	17
COc1ccc(C=O)cc1COc1ccc(Cl)cc1[N+](=O)[O-]	105	4	13	7	-0.8	-1	103	0	10
O=C(Cc1ccccc1)N1CCC(c2nc3ccccc3[nH]2)CC1	105	2	1	-5	0.6	-5	101	-3	15
CN(Cc1ccccc1)C(=O)c1cccc(NC(=O)c2ccco2)c1	102	3	14	-22	0.7	-9	99	-3	17
CC(=O)Nc1ccc(S(=O)(=O)Nc2ccccc2C(=O)N2CCCC2)cc1	93	-7	-12	-9	-0.1	6	98	2	15
CN1CCN(S(=O)(=O)c2cccc(C(=O)Nc3nccs3)c2)CC1	100	-3	20	-2	1.3	-7	95	-15	24
c1ccc(Sc2ncccn2)nc1	100	8	39	1	-0.1	-3	106	10	6
CCSC1=C(C#N)C(=O)n2c1cc1c2CCCC1	99	0	1	-1	-0.2	2	102	3	14
COc1ccc2c(C)cc(SCC(=O)Nc3ccc(Cl)cn3)nc2c1	91	-1	-23	-3	0.9	2	92	-7	2
COc1ccc(/C=N/N2CCN(c3ccccc3OC)CC2)cc1Br	108	5	55	-17	-2.3	-6	104	3	7
c1ccc(-c2csc3ncn4cnnc4c23)cc1	109	7	48	4	-1.4	-7	109	-5	10
O=C(Cn1c(=O)oc2cccnc21)Nc1ccccc1Oc1ccc(Cl)cc1Cl	94	-5	32	0	-1.2	-11	95	-1	/
COc1ccc(CN2CCN(C(=O)c3cc(-c4cccnc4)nc4ccc(Cl)cc34)CC2)c(OC)c1OC	91	-3	38	-23	-0.8	-3	92	-7	-23
O=C(O/N=C1\CCCc2ccccc21)c1cccs1	102	-46	24	-13	-1.9	6	105	-10	-22
S=c1[nH]nc(-c2ccccn2)n1/N=C/c1cccs1	101	-1	0	2	0.6	-3	117	-1	25
CCOc1nc(Nc2ccccc2F)nc(OCC)n1	101	2	4	-9	-2.2	-16	106	-1	10
CN(Cc1nccn1C)C(=O)CC1C(=O)NCCN1CC(c1ccccc1)c1ccccc1 (configuration not stated)	91	-13	-12	4	-0.4	-11	102	-1	9
COc1ccccc1C(=O)Nc1ccc(S(=O)(=O)N2CCCCC2c2cccnc2)cc1 (configuration not stated)	93	-6	15	-32	1.2	-3	95	-4	2
C=CCn1c(N)cc(=O)nc1SCC(=O)Nc1ccccc1C(N)=O	98	-2	45	1	0.7	-12	100	2	13
COCc1nnc(NS(=O)(=O)c2ccccc2)s1	106	5	2	0	0.1	-10	104	3	23
O=C(CN1C(=O)COc2ccc(S(=O)(=O)N3CCOCC3)cc21)NCc1ccccn1	91	-9	27	-5	0.7	12	88	13	/
Cc1cc(NC(=O)COC(=O)c2cccc(OCc3ccccc3)c2)no1	98	1	24	-4	1.9	5	102	5	-4
Cc1ccc(CNC(=O)CSc2ccc(-c3cccs3)nn2)cc1	115	10	10	-11	-2.0	-10	108	-4	19
COc1ccc(CCN2C(=NC(=O)C(C)C)SC3CS(=O)(=O)CC32)cc1OC (configuration not stated)	121	23	33	-12	-0.9	-3	127	-8	7
N=C(c1cccc([N+](=O)[O-])c1)N1CCCCCC1	105	6	1	5	0.4	-1	104	6	-9
O=C(CNC1CCCCC1)Nc1ccc(Cl)cc1	108	7	34	-3	-0.8	-7	103	3	5
COc1cc2c(cc1OC)CN(C(=O)C(CCSC)NS(=O)(=O)c1ccc(C)cc1)CC2 (configuration not stated)	102	5	33	-35	-1.1	-2	101	2	3
